RAD52 inh: blocks human RAD52 DNA annealing | P43351 | recombinant RAD52 DNA annealing, FRET fluorescence | inhibition, % at 18.7 µM | 0.46% of 360,000 active;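 active means every replicate showing at least 50% inhibition; inconclusive means mean inhibition at least 50% but not in every replicate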
CFTR F508del cor: CFTR F508del correction in bronchial cells; activity (quench increase), % at 7.58 µM; 0.36% of 350,000 active; CFBE cells, YFP halide quenching; stimulated with forskolin plus potentiator P3; % fluorescence drop versus neutral controls;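 active means mean added fluorescence quench of at least 8% versus neutral control, with both replicates also reaching 8%; inconclusive means only one of the mean or replicate conditions met; inactive means mean below 8% and not both replicates reaching 8%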;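 further: cells transiently co-express mutant CFTR-F508del with the halide-sensitive YFP; corrector assay measuring rescue of mutant channel to the surface after 24 h compound exposure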
DENV2 CPE rescue: inhibitors of DENV2 cytopathic effect; DENV2-infected cells, cytopathic effect rescue, plate reader; CPE inhibition, % at 9.99 µM; 1.7% of 350,000 active; in the data active means CPE inhibition above about 20%, passing the limit was not always enough; inconclusive means no clear call, values can overlap the other calls; tested in BHK-21 cells;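 further: 0% = median of neutral control wells and 100% = median of positive control wells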
E-sel inducer: E-selectin induction on HUVECs | activation, % at 7.58 µM | P16581 | 0.37% of 260,000 active | HUVEC E-selectin immunofluorescence imaging; normalized: neutral wells 0, TNF-alpha wells 100;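 active means mean E-selectin-positive cell signal at least 10% of the positive control, reached in at least 60% of replicates, without over 20% cell loss; inconclusive means no rule given, readout overlaps actives, possibly toxicity-flagged; inactive means the rest, including those meeting only one limit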;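 further: in these data hits start at about 27%; measured in HUVEC primary endothelial cells; signal is the percent of cells scored E-selectin positive by PE staining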
Target sequence (P16581 whole entry, looked up): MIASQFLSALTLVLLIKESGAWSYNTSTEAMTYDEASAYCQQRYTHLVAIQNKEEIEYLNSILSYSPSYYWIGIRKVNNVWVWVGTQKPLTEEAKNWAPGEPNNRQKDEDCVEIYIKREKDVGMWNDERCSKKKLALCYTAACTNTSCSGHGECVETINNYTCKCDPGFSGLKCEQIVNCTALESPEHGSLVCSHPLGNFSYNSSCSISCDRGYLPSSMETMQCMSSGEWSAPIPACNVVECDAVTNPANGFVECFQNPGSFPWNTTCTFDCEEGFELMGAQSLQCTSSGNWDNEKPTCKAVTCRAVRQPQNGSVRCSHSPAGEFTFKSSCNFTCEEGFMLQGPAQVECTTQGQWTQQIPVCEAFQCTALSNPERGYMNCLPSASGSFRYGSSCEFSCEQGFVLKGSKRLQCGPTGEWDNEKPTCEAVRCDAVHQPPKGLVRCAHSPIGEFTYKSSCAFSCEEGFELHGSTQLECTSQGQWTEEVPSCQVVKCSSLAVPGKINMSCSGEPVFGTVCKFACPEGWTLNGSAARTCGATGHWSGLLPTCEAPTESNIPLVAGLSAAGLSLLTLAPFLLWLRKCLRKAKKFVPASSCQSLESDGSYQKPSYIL
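Assay system: HUVEC, human umbilical vein endothelial cells / Amount: 3,000 HUVEC/well / Controls: TNF-alpha positive control, DMSO neutral control / Compound dosing: single concentration / Medium: EGM-2 over gelatin coat / Evaluation: percent E-selectin-positive cells / Signal: immunofluorescence imaging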
Xi reactivation: activators of X-chromosome reactivation in mouse fibroblasts. 0.055% of 360,000 active. XiGFP mouse fibroblasts, % GFP-positive cells imaging, 3 d; cells co-treated with 5-aza-dC sensitizer; scaled so ellipticine positive control = 100%. AID 743238. activation, % at 7.58 µM;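 active means mean normalized replicate activation at least 10% and every replicate at or above 10%; inconclusive means only one of the two criteria met; inactive means mean below 10% and not all replicates reach 10%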;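 further: 0% = median of on-plate neutral control wells and 100% = ellipticine 6 µM median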
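System: XiGFP fibroblasts, SV40-immortalized. Medium: DMEM plus 5-aza-dC sensitizer. Doses: single point. Timing: 3 d treatment, 15 min room-temperature fixation. Control set: ellipticine 6 µM.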
GSIS activator: GLuc luminescence reporter in INS-1E cells, primary screen for activators of glucose-dependent secretion of insulin. 0.61% of 370,000 active. AID 743287. INS-1E GLuc reporter insulin secretion, 2-3 h. activation, % at 16.6 µM;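 active means lowest replicate activation of at least 40%, so every replicate reaches that level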;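 further: 0% = median of neutral control wells and 100% = median of IBMX positive control wells; some compounds called inactive have numbers as strong as hits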
RAD54 inh: blocks human RAD54 Holliday junction branch migration; inhibition, % at 10.4 µM; 0.14% of 360,000 active; Q92698; FAM/BHQ fluorescence;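 active means mean normalized replicate activity at least 40 and at least half of replicates scoring 40 or more; inconclusive means only one of the two criteria met; inactive means mean below 40 and under half of replicates reaching 40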;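 further: 0% = median of neutral control wells and 100% = median of positive control wells; inhibitors cause a drop in the FAM fluorescence signal; in these data hits start at about 50%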
CASP6 VEID inh: inhibitors of human caspase-6; AID 686996; inhibition, % at 12.5 µM; 0.53% of 350,000 active; purified caspase-6, Z-VEID-R110 cleavage fluorescence; P55212;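 active means mean inhibition across replicates at least about 35%, with every replicate also reaching that limit, limit read from the data; inconclusive means only one of the two criteria met; inactive means neither criterion met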;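 further: 0% = median of neutral control wells and 100% = no fluorescence left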
Target sequence (P55212 24-179 limits assumed): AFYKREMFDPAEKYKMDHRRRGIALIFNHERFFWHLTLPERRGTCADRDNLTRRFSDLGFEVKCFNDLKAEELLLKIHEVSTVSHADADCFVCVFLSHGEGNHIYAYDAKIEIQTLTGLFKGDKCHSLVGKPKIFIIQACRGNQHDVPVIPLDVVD
Target sequence (P55212 194-293 limits assumed): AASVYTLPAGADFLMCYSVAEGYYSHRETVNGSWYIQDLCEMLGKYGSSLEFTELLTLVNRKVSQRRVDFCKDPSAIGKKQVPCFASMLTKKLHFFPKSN
* hit, by the source's call; ? = inconclusive; . = not tested or not shown. Rows were taken by chance; about 3.7% have a hit in one of these screens.

no.	SMILES	RAD54 inh	CASP6 VEID inh	Xi reactivation	RAD52 inh	CFTR F508del cor	E-sel inducer	DENV2 CPE rescue	GSIS activator
1	COC(=O)[C@@]1(C)[C@H]2C(=O)N(C)C(=O)[C@H]2[C@H]2CN(C)C(=NC3CCCCC3)N21	-10	8	0.1	-1	3.3	5.0	-6	2
2	O=C(C[C@@H]1CC[C@@H](NC(=O)C2CC2)[C@@H](CO)O1)NCc1ccncc1	4	-4	1.1	-2	0.9	0.0	-6	-6
3	CC1CCCCN1CC(=O)Nc1ccc(N2CCCCCC2)cc1 (stereo not drawn)	.	6	-0.1	93*	-0.1	.	10	-7
4	COc1ccc(S(=O)(=O)NCC2CCCN(C(=O)CC3CCCC3)C2)cc1 (stereo not drawn)	.	-1	0.0	-10	-1.3	.	4	-3
5	Cc1[nH]c2ccccc2c1C(C[N+](=O)[O-])c1ccco1 (stereo not drawn)	.	5	0.1	-9	-1.1	0.2	.	-10
6	COc1ccc(/C=C2/SC(=S)N(CCCC(=O)Nc3ccccc3C(=O)O)C2=O)cc1	3	11	0.4	-34	-1.1	.	7	-14
7	CCn1c(=O)c(C(=O)NNC(=O)c2ccccc2Br)c(O)c2ccccc21	-6	8	.	-10	-1.6	.	0	-9
8	COCCNC(=O)C[C@@H]1CC[C@H]2[C@@H](COc3ccc(NC(=O)c4cc(C)on4)cc3C(=O)N2C)O1	-2	-2	0.5	1	-1.0	0.1	-12	7
9	Cc1ccc(Sc2ccc(S(=O)(=O)Nc3ccc(C(=O)O)cc3)cc2)cc1C	2	21	0.2	-21	-0.6	.	12	10
10	O=C1COCCOCCOCCOCC(=O)NCCN1	1	-1	0.0	9	-0.1	-0.8	26*	15
11	C[C@@H]1CN([C@@H](C)CO)S(=O)(=O)c2ccc(-c3ccc(C#N)cc3)cc2O[C@@H]1CN(C)CC1CC1	10	0	-0.5	8	2.4	0.6	?	13
12	O=C(COC(=O)c1c(Cl)ccc(Cl)c1Cl)NC(=O)NCc1ccccc1	2	0	0.0	-3	.	.	-2	.
13	O=C(NC1CCN(S(=O)(=O)c2cccc(Cl)c2)CC1)C1CCCCC1	-8	-4	0.1	-3	1.5	0.6	-3	16
14	Cc1ccc2oc(C(=O)N3CCN(CC(=O)NC(C)C)CC3)c(C)c2c1	-10	-2	-0.1	-5	.	.	-1	.
15	CCC(=O)Nc1nnc(S(=O)(=O)N(CC)c2cc(C)cc(C)c2)s1	-6	-1	0.2	-4	-0.8	0.1	-5	0
16	C[C@@H]1CN([C@@H](C)CO)C(=O)c2cc(/C=C/c3ccccc3)cnc2O[C@H]1CN(C)Cc1ccncc1	-7	1	0.2	12	0.7	-0.1	18	-21
17	CC(C)CC#Cc1cnc2c(c1)C(=O)N([C@@H](C)CO)C[C@H](C)[C@@H](CN(C)C(=O)c1ccc3c(c1)OCO3)O2	7	2	-0.7	7	-0.5	0.2	-6	-19
18	Cc1ccc(CN2CC(N3CC=CC3)CS2(=O)=O)cc1 (stereo not drawn)	-4	0	0.2	-8	3.3	0.0	20	6
19	Brc1cc2c(cc1-c1nc3ccccc3s1)OCO2	6	-5	0.0	-2	0.1	.	5	1
20	CCOc1ccc(NC(=O)CN(C)C(=O)CCc2ccccc2Cl)cc1OCC	-4	4	0.2	-18	0.8	0.6	2	-28
21	COc1ccc(CCN=C(N)NS(=O)(=O)c2ccc(F)cc2)cc1	.	-1	0.1	-12	.	.	-2	-8
22	O=C(c1cc(-c2cccc3ccccc23)nc2ccccc12)N1CCN(CCO)CC1	-3	-7	-0.1	2	0.9	0.0	-9	.
23	O=C1CCN(Cc2cccnc2)CCN1[C@H](CO)c1ccccc1	-1	-5	0.0	-8	-2.4	0.0	-4	-4
24	C[C@@H]1CN([C@H](C)CO)S(=O)(=O)c2ccc(C#CC3(O)CCCC3)cc2O[C@@H]1CN(C)C(=O)Nc1cccc(F)c1	6	0	0.0	1	0.4	-0.2	-14	-15

Two of these compounds, set out differently.
[17] CC(C)CC#Cc1cnc2c(c1)C(=O)N([C@@H](C)CO)C[C@H](C)[C@@H](CN(C)C(=O)c1ccc3c(c1)OCO3)O2
  RAD54 inh = 7	CASP6 VEID inh = 2	Xi reactivation = -0.7	RAD52 inh = 7	CFTR F508del cor = -0.5	E-sel inducer = 0.2	DENV2 CPE rescue = -6	GSIS activator = -19

[24] C[C@@H]1CN([C@H](C)CO)S(=O)(=O)c2ccc(C#CC3(O)CCCC3)cc2O[C@@H]1CN(C)C(=O)Nc1cccc(F)c1
  RAD54 inh = 6	CASP6 VEID inh = 0	Xi reactivation = 0.0	RAD52 inh = 1	CFTR F508del cor = 0.4	E-sel inducer = -0.2	DENV2 CPE rescue = -14	GSIS activator = -15

The results go on.
no.	SMILES	RAD54 inh	CASP6 VEID inh	Xi reactivation	RAD52 inh	CFTR F508del cor	E-sel inducer	DENV2 CPE rescue	GSIS activator
25	COc1ccccc1N1CCN(C(=O)c2ccc(N3CCCCS3(=O)=O)cc2)CC1	2	0	0.0	-4	-3.0	.	-2	-1
26	C/C=C/n1ccnc1CC(O)(c1ccccc1)c1ccc(C)cc1 (stereo not drawn)	.	-5	-0.1	-3	-0.3	.	-1	-2
27	C[C@H](CO)N1C[C@H](C)[C@H](CN(C)S(C)(=O)=O)Oc2ccc(N(C)C)cc2C1=O	2	1	-0.8	8	-1.8	0.0	-4	6
28	CCOc1ccc(OCC(=O)OC(C)C(=O)Nc2ccc(Cl)cn2)cc1 (stereo not drawn)	.	0	0.1	-14	0.8	-1.0	4	-4
29	Cc1ccsc1C1C(C#N)=C(N)N(N(C)C)C2=C1C(=O)CCC2 (stereo not drawn)	-2	2	-0.2	-8	1.0	-2.2	.	6
30	Cc1ccc(S(=O)(=O)N2[C@@H](c3cccc(Cl)c3)C(C(=O)O)=CC[C@H]2c2ccc(Cl)c(Cl)c2)cc1	-5	12	0.3	-9	0.2	-0.2	40*	-20
31	Cc1ccc2c(c1)N(CCCC(=O)NCCCN1CCCC1=O)C(=O)CO2	1	-1	0.3	3	0.4	-0.2	10	.
32	CC(C)c1nc2sc3c(=O)[nH]cnc3c2c2c1CCCC2	.	0	.	-1	0.9	1.0	-3	10
33	Cc1ccc2c(c1)NC(=O)C(CC(=O)NC1CCCCC1C)O2 (stereo not drawn)	-3	-2	0.2	-10	0.2	0.0	?	4
34	O=C(C[C@H]1C=C[C@H](NC(=O)c2ccccn2)[C@H](CO)O1)NCc1cc(F)cc(F)c1	-1	-1	2.0	-17	0.0	0.5	-5	7
35	O=C(NC1CCCCC1)C1CCCN1C(=O)Nc1ccccc1 (stereo not drawn)	-4	-2	0.0	-13	-0.5	-0.2	5	11
36	CC(C)n1cnnc1SCC(=O)Nc1ccc(Br)cc1F	.	-1	0.2	-8	-0.1	.	4	0
37	C[C@H](NC(=O)[C@@H]1[C@@H](CO)[C@@H]2Cn3c(ccc(-c4cccnc4)c3=O)[C@@H]2N1C)c1ccccc1	-4	0	0.3	-4	0.3	-0.1	-2	7
38	Cc1cc(CSC(=N)N)c(CSC(=N)N)cc1C	.	-1	0.0	8	0.3	.	?	.
39	COCC(=O)N[C@H]1C[C@@H]2O[C@H](CO)CC[C@@H]2O[C@@H]1CCc1ccc(-c2ccccc2)cc1	.	0	.	4	-5.1	.	-4	.
40	CCOC(=O)C1=C(C)N(CCCC(=O)O)C(=O)NC1c1cccs1 (stereo not drawn)	0	0	0.1	1	-2.0	0.8	15	-3
41	O=C(C1=C[C@H](c2ccc3c(c2)Cc2ccccc2-3)C[C@H](OCCCCO)O1)N1CCCCC1	-6	2	.	-33	3.8	.	0	.
42	O=C(Nc1ccccc1C(F)(F)F)c1ccccc1Br	0	3	0.1	-6	-4.6	-0.1	5	14
43	O=C(Cn1c(O)c(/C=C2\C=Nc3ccccc32)sc1=O)N1CCOCC1	.	-2	-0.1	-13	-1.4	6.1	-4	7
44	COc1ccc(NC(=O)N(C)C[C@H]2Oc3c(NC(=O)Nc4c(C)noc4C)cccc3C(=O)N([C@@H](C)CO)C[C@H]2C)cc1	1	1	0.0	0	-1.2	-0.3	9	7
45	CCCC(=O)Nc1ccc2c(c1)OC[C@@H](C)N(CC1CCOCC1)C[C@H](C)[C@H](OC)CN(C)C2=O	0	-1	0.2	-17	6.3	-0.3	-5	8
46	CCOC(=O)C1=NNC(C(=O)c2ccc(Cl)cc2)C1c1ccccc1 (stereo not drawn)	-5	-5	0.7	-18	1.1	.	6	0
47	O=C(O)C1Cc2ccccc2CN1C(=O)CSc1nnc2ccccn12 (stereo not drawn)	.	10	0.2	-8	1.1	-0.1	-3	4

Entries from the list above with four or more nitrogen atoms (10):
no.	SMILES	RAD54 inh	CASP6 VEID inh	Xi reactivation	RAD52 inh	CFTR F508del cor	E-sel inducer	DENV2 CPE rescue	GSIS activator
1	COC(=O)[C@@]1(C)[C@H]2C(=O)N(C)C(=O)[C@H]2[C@H]2CN(C)C(=NC3CCCCC3)N21	-10	8	0.1	-1	3.3	5.0	-6	2
8	COCCNC(=O)C[C@@H]1CC[C@H]2[C@@H](COc3ccc(NC(=O)c4cc(C)on4)cc3C(=O)N2C)O1	-2	-2	0.5	1	-1.0	0.1	-12	7
15	CCC(=O)Nc1nnc(S(=O)(=O)N(CC)c2cc(C)cc(C)c2)s1	-6	-1	0.2	-4	-0.8	0.1	-5	0
16	C[C@@H]1CN([C@@H](C)CO)C(=O)c2cc(/C=C/c3ccccc3)cnc2O[C@H]1CN(C)Cc1ccncc1	-7	1	0.2	12	0.7	-0.1	18	-21
29	Cc1ccsc1C1C(C#N)=C(N)N(N(C)C)C2=C1C(=O)CCC2 (stereo not drawn)	-2	2	-0.2	-8	1.0	-2.2	.	6
36	CC(C)n1cnnc1SCC(=O)Nc1ccc(Br)cc1F	.	-1	0.2	-8	-0.1	.	4	0
37	C[C@H](NC(=O)[C@@H]1[C@@H](CO)[C@@H]2Cn3c(ccc(-c4cccnc4)c3=O)[C@@H]2N1C)c1ccccc1	-4	0	0.3	-4	0.3	-0.1	-2	7
38	Cc1cc(CSC(=N)N)c(CSC(=N)N)cc1C	.	-1	0.0	8	0.3	.	?	.
44	COc1ccc(NC(=O)N(C)C[C@H]2Oc3c(NC(=O)Nc4c(C)noc4C)cccc3C(=O)N([C@@H](C)CO)C[C@H]2C)cc1	1	1	0.0	0	-1.2	-0.3	9	7
47	O=C(O)C1Cc2ccccc2CN1C(=O)CSc1nnc2ccccn12 (stereo not drawn)	.	10	0.2	-8	1.1	-0.1	-3	4

Source: PubChem (Broad Institute)
